High-throughput results: PubChem, several laboratories
IL1B NFkB pot = enhances IL-1B driven NFkB nuclear translocation. HUVEC IL-1B NFkB p65 nuclear translocation imaging. activation, % at 2 µM. actives 0.3% (n = 94,000). AID 819;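 active = activation above 40%, about the mean plus 3 SD, also judged a hit on visual image review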;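 note: percent activation is computed from the nuclear over cytoplasmic p65 intensity ratio; values of inactives mirror those of a sister screen read the other way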
MRP reversal = reverses drug resistance mediated by MRP; H69AR cells + 2 uM doxorubicin, CellTiter-Glo, 72 h; differential viability (reversal), % at 10 µM; actives 0.04% (n = 85,000); AID 602;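 active = viability drop by adding the cancer drug above about 55%, with treated viability meeting a 40% cutoff, limit read from the data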;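 note: viability without doxorubicin minus viability with 2 µM doxorubicin for each compound; larger differential means the compound sensitizes cells more to doxorubicin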
IL1B NFkB inh = blocks IL-1B driven NFkB nuclear translocation in HUVEC cells | HUVEC IL-1B NFkB p65 nuclear translocation imaging | inhibition, % at 2 µM | actives 0.43% (n = 94,000);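 active = inhibition above about 30% together with a positive call from visual inspection of the well image, limit read from the data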;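 note: nuclear over cytoplasmic p65 intensity ratio measured by imaging; 0% = IL-1B stimulated DMSO wells and 100% = unstimulated DMSO wells; values of inactives mirror those of a sister screen read the other way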
Bcl-B TR3 displacers = displacers of TR3 peptide from Bcl-B, primary screen, selectivity assay for Bfl-1 inhibitor project, biochemical, fluorescence polarization. FP displacement of FITC-TR3 peptide from Bcl-B; higher % means a stronger effect. displacement, % at 20 µM, or IC50 in µM where a hit was titrated. actives 0.11% (n = 96,000);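 active = displacement above 50% at 20 µM plus a fluorescence interference ratio under 1.5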;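 note: plate controls were wells without compound for no effect and wells lacking Bcl-B protein for full effect; a part of the inactive calls stands beside numbers as strong as those of hits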
PLAP inhibitors HTS = PLAP enzyme inhibitors, biochemical, luminescence, HTS (AID 690); purified PLAP, luminescent substrate; higher % means a stronger effect; one-dose inhibition, % at 20 µM; IC50 in µM for titrated hits; actives 0.08% (n = 96,000); in the data active = a potency from the dose series; inactive = the rest, 99 in 100 with inhibition below about 30%; note: strong numbers were not always called active
MRP reversal cytotoxicity = recorded beside MRP reversal, whose call it bears; viability, %; H69AR cells, CellTiter-Glo, 72 h; measured here: cytotoxicity without doxorubicin
MRP reversal with doxorubicin = further read-out of MRP reversal, marked with its call; viability, %; measured here: viability with 2 uM doxorubicin; stronger effect = lower value
IL1B NFkB inh cell count 2 µM = recorded beside IL1B NFkB inh, whose call it bears; cell count; measured here: cells passing quality filter;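 raw number of nuclei counted in each imaged well without normalization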
IL1B NFkB pot cell count 2 µM = second read-out of IL1B NFkB pot, no call of its own (marks repeat the call); cell count; measured here: cells passing quality filter
Numbers without * were called inactive; x = not tested or not shown; & = joins results of further samples. Only part of the results is shown; rates above refer to the full screens.

SMILES | IL1B NFkB pot | IL1B NFkB pot cell count 2 µM | MRP reversal | MRP reversal cytotoxicity | MRP reversal with doxorubicin | IL1B NFkB inh | IL1B NFkB inh cell count 2 µM | Bcl-B TR3 displacers | PLAP inhibitors HTS
O=C(NCc1cccnc1)C1CCCN(S(=O)(=O)c2ccccc2)C1 (stereo not given) | 4 | 115 | -2 | 86 | 88 | -4 | 115 | -6% | -8%
O=C(O)CCCC(=O)Nc1ccc(Cl)c(Cl)c1 | 2 | 112 | 9 | 103 | 95 | -2 | 112 | -6% | -1%
COc1ccc(Cl)cc1S(=O)(=O)n1cnc2ccccc21 | x | x | -27 | 17 | 45 | x | x | -3% | -3%
CN(Cc1cc(=O)[nH]c2ccccc12)C(=O)c1ccccc1 | 9 | 106 | 23 | 106 | 82 | -9 | 106 | 2% | 6%
O=C(NNC(=O)c1ccc(O)cc1O)c1ccc(Cl)cc1 | -6 | 141 | x | x | x | 6 | 141 | -2% | -70%
CC(C)OC(=O)c1c(NC(=O)Cn2cnc([N+](=O)[O-])n2)sc2c1CCCC2 | 16 | 147 | x | x | x | -16 | 147 | 0% | 16%
COc1ccccc1OCCCn1c(=O)sc2ccccc21 | 7 | 133 | 15 | 86 | 71 | -7 | 133 | 0% | -49%
O=C(NNS(=O)(=O)c1ccccc1)c1sccc1-n1cccc1 | -1 | 161 | x | x | x | 1 | 161 | -32% | 4%
CCNC(=S)NNC(=O)c1cccn(Cc2ccc(Cl)cc2)c1=O | 16 | 197 | x | x | x | -16 | 197 | -8% | -47%
O=C(O)C(C(=O)/C=C/c1ccco1)=C1SCCS1 | 18 | 158 | x | x | x | -18 | 158 | -5% | 16%
CCOC(=O)c1cnc(-c2ccccc2)[nH]c1=O | 16 | 191 | -8 | 104 | 113 | -16 | 191 | 7% | -1%
Clc1ccccc1/C=N/c1cc(-c2ccccc2)nn1-c1ccccc1 | 8 | 120 | x | x | x | -8 | 120 | -2% | 15%
COc1ccc(-c2cc(C(=O)OC3CCOC3=O)c3ccccc3n2)cc1OC (stereo not given) | -7 | 100 | -19 | 75 | 95 | 7 | 100 | 5% | -49%
COc1cc(C2c3c(n[nH]c3C)C(=O)N2c2ccc(C)cc2)ccc1O (stereo not given) | x | x | 13 | 107 | 94 | x | x | 20% | -121%
CC(=O)Nc1ccc(N2CCN(C(C)=O)CC2)cc1 | 1 | 120 | -10 | 97 | 107 | -1 | 120 | 12% | -5%
Cc1cnc(NC(=O)C2CCCC2)s1 | -1 | 156 | -2 | 98 | 100 | 1 | 156 | -1% | -5%
O=C(O)c1cc2nc(-c3ccc(F)cc3)cc(C(F)(F)F)n2n1 | 8 | 165 | 0 | 84 | 84 | -8 | 165 | -5% | -21%
CCn1c(CSc2nc(C)cc(C)n2)nnc1SCC(=O)Nc1ccccc1 | 9 | 90 | 4 | 97 | 93 | -9 | 90 | -6% | 6%
COC(=O)c1cc(C#N)c(N(C)Cc2ccccc2)nc1C | 0 | 166 | 14 | 98 | 85 | 0 | 166 | 1% | 18%
O=S(=O)(NCC(c1cccnc1)N1CCN(c2ccc(F)cc2)CC1)c1cccs1 (stereo not given) | x | x | -9 | 79 | 88 | x | x | 12% | -38%
Cc1nc(N)sc1-c1csc(Nc2ccccn2)n1 | 0 | 114 | -9 | 72 | 80 | 0 | 114 | -4% | -64%
O=C(C1CN(S(=O)(=O)c2ccccc2)CCN1S(=O)(=O)c1ccccc1)N1CCCCCC1 (stereo not given) | -23 | 42 | -6 | 79 | 85 | 23 | 42 | -10% | -8%
COc1ccccc1CC(NC(C)=O)C(=O)N1CCN(C(=O)Nc2ccccc2Cl)CC1 (stereo not given) | -2 | 183 | -3 | 93 | 96 | 2 | 183 | -8% | -85%
COC(=O)C1(C(=O)OC)NOC2C(=O)N(c3ccccc3)C(=O)C21 (stereo not given) | 2 | 127 | x | x | x | -2 | 127 | -6% | 4%
CC#CCCCC(=O)Nc1cccc(C(=O)O)c1 | -5 | 79 | 0 | 86 | 85 | 7 | 79 | 10% | -19%
CCC1Oc2nc(SC)nnc2-c2ccccc2N1C(=O)c1ccccc1 (stereo not given) | 2 | 172 | -44 | 25 | 69 | -2 | 172 | -1% | -30%
COc1ccc(Cn2cnc3c(NS(C)(=O)=O)c(C)c(C)cc32)cc1 | -1 | 166 | x | x | x | 0 | 166 | 4% | -34%
CCOC(=O)c1cc(CC)sc1NC(=O)CCC(=O)O | 5 | 147 | 18 | 85 | 68 | -5 | 147 | 2% | -40%
CCc1ccc(NC(=O)CSc2nnc(CC)c(CC)n2)cc1 | 14 | 160 | 2 | 93 | 91 | -14 | 160 | 2% | 14%
C=CCSC1=C(C#N)C(c2ccccc2OCC)C(C#N)C(=O)N1 (stereo not given) | 16 | 124 | -26 | 49 | 75 | -16 | 124 | -4% | -1%
CCCc1nc(N)sc1C(=O)OCC | 7 | 186 | x | x | x | -7 | 186 | 2% | -3%
CCN(CC)C(=O)CSc1nnc(-c2ccc(S(=O)(=O)N3CCCC3)cc2)o1 | 12 | 62 | -11 | 76 | 87 | -12 | 62 | -8% | -28%
c1ccc2c(c1)oc1c(Nc3ccc4c(c3)OCCO4)ncnc12 | 6 | 121 | x | x | x | -6 | 121 | 2% | 9%
CCOCCNC(=O)c1ccc2c3c(cccc13)CC2 | 6 | 149 | -2 | 92 | 94 | -6 | 149 | -4% | 14%
Cc1cc(NC(=O)CSc2nnc(COc3cccc(C)c3C)n2Cc2ccco2)no1 | 7 | 116 | 7 | 104 | 96 | -7 | 116 | -12% | 44%
O=C(CSc1nnc2scc(-c3ccccc3)n12)c1ccc2c(c1)OCCO2 | x | x | 5 | 48 | 43 | x | x | 7% | 21%

In a second layout: entries from further up
| SMILES | IL1B NFkB pot | IL1B NFkB pot cell count 2 µM | MRP reversal | MRP reversal cytotoxicity | MRP reversal with doxorubicin | IL1B NFkB inh | IL1B NFkB inh cell count 2 µM | Bcl-B TR3 displacers | PLAP inhibitors HTS |
| --- | --- | --- | --- | --- | --- | --- | --- | --- | --- |
| CCC1Oc2nc(SC)nnc2-c2ccccc2N1C(=O)c1ccccc1 (stereo not given) | 2 | 172 | -44 | 25 | 69 | -2 | 172 | -1% | -30% |
| COc1ccc(Cn2cnc3c(NS(C)(=O)=O)c(C)c(C)cc32)cc1 | -1 | 166 | x | x | x | 0 | 166 | 4% | -34% |
| CCOC(=O)c1cc(CC)sc1NC(=O)CCC(=O)O | 5 | 147 | 18 | 85 | 68 | -5 | 147 | 2% | -40% |
| CCc1ccc(NC(=O)CSc2nnc(CC)c(CC)n2)cc1 | 14 | 160 | 2 | 93 | 91 | -14 | 160 | 2% | 14% |
| C=CCSC1=C(C#N)C(c2ccccc2OCC)C(C#N)C(=O)N1 (stereo not given) | 16 | 124 | -26 | 49 | 75 | -16 | 124 | -4% | -1% |
| CCCc1nc(N)sc1C(=O)OCC | 7 | 186 | x | x | x | -7 | 186 | 2% | -3% |
| CCN(CC)C(=O)CSc1nnc(-c2ccc(S(=O)(=O)N3CCCC3)cc2)o1 | 12 | 62 | -11 | 76 | 87 | -12 | 62 | -8% | -28% |
| c1ccc2c(c1)oc1c(Nc3ccc4c(c3)OCCO4)ncnc12 | 6 | 121 | x | x | x | -6 | 121 | 2% | 9% |
| CCOCCNC(=O)c1ccc2c3c(cccc13)CC2 | 6 | 149 | -2 | 92 | 94 | -6 | 149 | -4% | 14% |
| Cc1cc(NC(=O)CSc2nnc(COc3cccc(C)c3C)n2Cc2ccco2)no1 | 7 | 116 | 7 | 104 | 96 | -7 | 116 | -12% | 44% |
| O=C(CSc1nnc2scc(-c3ccccc3)n12)c1ccc2c(c1)OCCO2 | x | x | 5 | 48 | 43 | x | x | 7% | 21% |

Continuation:
SMILES | IL1B NFkB pot | IL1B NFkB pot cell count 2 µM | MRP reversal | MRP reversal cytotoxicity | MRP reversal with doxorubicin | IL1B NFkB inh | IL1B NFkB inh cell count 2 µM | Bcl-B TR3 displacers | PLAP inhibitors HTS
COc1ccc(CC(=O)NC(CC(=O)O)c2ccc(OC)cc2)cc1 (stereo not given) | 9 | 73 | -2 | 93 | 95 | -9 | 73 | -12% | -16%
CN(C)c1ncc(S(=O)(=O)c2ccccc2)c(-c2ccc(Cl)cc2Cl)n1 | 10 | 161 | x | x | x | -10 | 161 | -1% | -3%
S=c1[nH]nc(C23CC4CC(CC(C4)C2)C3)n1Cc1ccco1 | 7 | 204 | -8 | 67 | 75 | -7 | 204 | -8% | -52%
Cc1ccc(C)c(N(CC(=O)NC2CCCC2)C(=O)c2cc3cc4cc(C)ccc4nc3s2)c1 | 0 | 101 | x | x | x | 0 | 101 | 1% | -1%
COc1c(Cl)cc(Cl)cc1CNCCNCCO | -25 | 92 | x | x | x | 25 | 92 | 3% | -9%
COC(=O)c1c(NC(=O)CCCC(=O)O)sc2c1CCC2 | 40 | 56 | -17 | 63 | 80 | -40 | 56 | 2% | -23%
COC(=O)c1ccc(CSc2nc(-c3ccco3)cc(C(F)(F)F)n2)o1 | -2 | 138 | x | x | x | 2 | 138 | -30% | -4%
C=CCNC(=O)C1CCN(S(C)(=O)=O)CC1 | x | x | 5 | 92 | 87 | x | x | 5% | 14%
CCOc1ccc(/C=c2\sc3nc(-c4ccco4)nn3c2=O)cc1OCC | 10 | 38 | 10 | 77 | 68 | -8 | 38 | 0% | -53%
Cc1cc(C)c2c(CN3CCN(Cc4ccc5c(c4)OCO5)CC3)cc(=O)oc2c1 | 11 | 86 | -27 | 41 | 68 | -11 | 86 | -1% | -58%
CC1(C)CC(=O)C(/C=N/c2ncccc2C(=O)O)=C(O)C1 | -9 | 63 | -3 | 96 | 99 | 8 | 63 | -5% | -22%
O=C(Nc1ccccc1C(=O)NCC1CCCO1)c1ccccc1 (stereo not given) | 3 | 108 | x | x | x | -3 | 108 | 5% | 1%
CCCCNC(=O)COC(=O)c1ccc(Cl)c(S(N)(=O)=O)c1 | -4 | 130 | -17 | 85 | 102 | 4 | 130 | 4% | -12%
COc1ccc(CC(C)N2CCN(c3cccc(C(F)(F)F)c3)CC2)cc1OC (stereo not given) | x | x | 0 | 95 | 95 | x | x | 0% | -51%
Cc1cccc(Cl)c1OCCCCn1ccnc1 | -3 | 95 | 14 | 103 | 89 | 3 | 95 | -13% | 5%
CCN(CC)C(=O)CSc1nc2sc(C)c(C)c2c(=O)[nH]1 | 14 | 134 | -12 | 67 | 79 | -14 | 134 | -4% | -7%
Cc1cc(C)c2c(-n3cccc3)c(C(=O)NNS(=O)(=O)c3ccc(F)cc3)sc2n1 | -7 | 108 | x | x | x | 7 | 108 | 5% | -27%
Cn1c(-c2ccccc2)cnc1SCC(N)=O | -3 | 172 | 12 | 95 | 83 | 3 | 172 | 3% | 3%
Cc1cn(C(=O)c2ccccc2)c(=S)n1-c1ccc(Br)cc1 | 9 | 110 | -4 | 80 | 84 | -9 | 110 | x | x
CCOC(=O)c1ccc2c(c1)nc(C)n2CC | 12 | 102 | 25 | 113 | 88 | -12 | 102 | x | x
O=C(CCCC(=O)N(CC(=O)NC1CCCCC1)Cc1ccc2c(c1)OCO2)Nc1ccccn1 | 8 | 145 | 16 | 100 | 84 | -8 | 145 | 1% | -50%
COc1ccc2[nH]c(C)c(C(=O)CN(C)C)c2c1 | 6 | 104 | 7 | 95 | 89 | -6 | 104 | -6% | 2%
COc1ccc(NS(=O)(=O)c2ccc(-n3nnc4ccccc43)c([N+](=O)[O-])c2)cc1 | 6 | 191 | 10 | 108 | 98 | -6 | 191 | -13% | -22%
O=C(O)CCSc1ccc2ccccc2n1 | 12&1 | 58&144 | -17 | 83 | 100 | -12&-1 | 58&144 | -1%&-6% | -5%&13%
